Neddylation inh: cullin neddylation inhibition; P61081+Q13564; TR-FRET cullin neddylation, biochemical; calls only at 25 µM; actives 0.58% (n = 360,000); in the data active = inhibition above about 36%
NadD block: inhibitors of Staphylococcus aureus NadD; purified NadD enzyme, colorimetric absorbance read-out; inhibition, % at 20 µM; actives 0.78% (n = 360,000); in the data active = inhibition above about 26%; also: some compounds past the cut are filed as inactive
Rpn11 block: blocks the human proteasome subunit Rpn11; O00487; human 26S proteasome, Ub4-pepOG fluorescence polarization; 20S core pre-blocked with epoxomicin; calls only at 20 µM; actives 0.59% (n = 360,000);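 active = inhibition at 20 µM, scaled to each plate's controls, above about 33%, limit read from the data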
LMPTP inh: blocks human LMPTP phosphatase; inhibition, % at 20 µM; P24666; actives 0.22% (n = 360,000); recombinant LMPTP-A, OMFP fluorogenic substrate, fluorescence intensity;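 active = compounds that cut the enzyme signal by at least half of the control window in the single-dose screen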;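 also: plate controls were DMSO wells with enzyme plus substrate for no effect and substrate without enzyme for full effect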
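Test system – LMPTP-A enzyme · Amount – LMPTP-A at 0.625 nM final in the reaction · Buffer or medium – Bis-Tris pH 6.0, DTT, detergent · Reagent – OMFP 400 µM · Doses – single 20 µM dose · Schedule – reaction 50 min, room temperature, dark · Detection – fluorescence intensity of OMFP turnover product · Evaluation – percent inhibition versus substrate-only and uninhibited controls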
Rin1 Abl inh: blocks binding of human Rin1 to Abl; P00519+Q13671; TR-FRET Rin1/Abl binding, biochemical; inhibition, % at 7.35 µM; actives 0.4% (n = 360,000); in the data active = inhibition above about 5%, passing the limit was not always enough
STEP inh: blocks human striatal-enriched tyrosine phosphatase. AID 588621. actives 0.25% (n = 360,000). recombinant STEP, OMFP fluorogenic substrate, fluorescence. inhibition, % at 20 µM. P54829;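 active = inhibition at 20 µM, scaled per plate between control wells, above about 37%, limit read from the data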;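 also: 0% = DMSO with enzyme and substrate and 100% = substrate only without enzyme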
Target sequence (P54829 whole entry, looked up): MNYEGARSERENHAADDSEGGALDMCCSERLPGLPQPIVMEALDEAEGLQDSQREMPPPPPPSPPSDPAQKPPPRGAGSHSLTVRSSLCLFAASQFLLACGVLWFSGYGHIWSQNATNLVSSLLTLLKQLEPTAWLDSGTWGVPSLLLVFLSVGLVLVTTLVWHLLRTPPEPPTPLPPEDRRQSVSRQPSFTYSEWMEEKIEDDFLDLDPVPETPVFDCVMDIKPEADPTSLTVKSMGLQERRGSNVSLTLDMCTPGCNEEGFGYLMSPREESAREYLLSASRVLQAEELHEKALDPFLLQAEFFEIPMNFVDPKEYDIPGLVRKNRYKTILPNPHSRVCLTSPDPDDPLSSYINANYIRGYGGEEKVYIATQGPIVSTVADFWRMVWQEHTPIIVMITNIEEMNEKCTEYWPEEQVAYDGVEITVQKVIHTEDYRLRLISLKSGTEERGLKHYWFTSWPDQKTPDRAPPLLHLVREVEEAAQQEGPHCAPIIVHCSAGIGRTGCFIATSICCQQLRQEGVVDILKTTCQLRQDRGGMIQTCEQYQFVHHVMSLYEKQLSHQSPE
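Also added – OMFP at 25 µM · Test system – STEP tyrosine phosphatase · Technique – FITC-channel fluorescence of OMFP product · Schedule – 20 min at room temperature, dark · Evaluation – control-normalized % inhibition with plate pattern correction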
DNMT1 block: inhibitors of human DNMT1; P26358; actives 0.83% (n = 360,000); AID 588458; inhibition (reported as % activation of signal), % at 10 µM; DNMT1 molecular beacon, Hinp1I cleavage, fluorescence; in the data active = inhibition above about 50%
Scp1 inh: inhibitors of human Scp-1 phosphatase; Recombinant Scp1, phosphopeptide, malachite green phosphate absorbance; inhibition, % at 20 µM; actives 0.88% (n = 340,000); AID 493091;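 active = inhibition above about 50% at 20 µM, limit read from the data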;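 also: plate controls were DMSO wells with enzyme for no effect and wells lacking enzyme for full effect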
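Assay system: SCP-1 catalytic fragment, aa 76-261 | Buffer or medium: Tris acetate buffer pH 5.5 with MgCl2 and Tween-20 | Compound: One concentration, 20 µM, with 1.0% DMSO | Also added: Phospho 17-mer peptide substrate | Signal: Absorbance at 630 nm | Incubation: 45 min enzyme reaction at room temperature | Measure: % inhibition of SCP-1 phosphate liberation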
CSN inh: blocks human CSN-mediated cullin deneddylation; Q92905; Purified CSN, SCF-Nedd8-OG deneddylation, fluorescence polarization; inhibition, % at 12.5 µM; actives 0.38% (n = 360,000);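 active = pattern-corrected inhibition above about 35%, with an unprinted fluorescence ratio check between 0.5 and 1.5, limit read from the data, passing the limit was not always enough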;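 also: 0% = enzyme with substrate and 100% = substrate without enzyme; some results filed as inactive read as strong as hits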
Target sequence (Q92905 whole entry, looked up, one chain of several): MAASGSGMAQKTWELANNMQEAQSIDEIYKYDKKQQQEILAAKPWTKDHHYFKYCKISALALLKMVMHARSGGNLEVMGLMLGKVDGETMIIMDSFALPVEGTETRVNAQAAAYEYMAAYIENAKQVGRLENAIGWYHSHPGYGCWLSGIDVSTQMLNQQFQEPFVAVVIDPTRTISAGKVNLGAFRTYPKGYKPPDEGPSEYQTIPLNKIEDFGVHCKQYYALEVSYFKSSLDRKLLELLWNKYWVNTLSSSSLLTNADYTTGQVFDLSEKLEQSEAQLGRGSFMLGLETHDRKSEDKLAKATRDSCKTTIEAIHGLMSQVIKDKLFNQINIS
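Assay system: purified human Csn5 enzyme expressed in HEK293T cells; measure: % inhibition; also added: SCFSkp2-Nedd8OG substrate at 10 nM final; technique: fluorescence polarization; times: reaction 90 min, room temperature; medium: Tris buffer pH 7.5, NaCl, DTT, Tween-20, trehalose, ovalbumin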
SUMO1-SIM PPI: alters human SUMO1 binding to SIM partners | P63165 | SUMO1 binding to a labelled peptide, TR-FRET, 1 h | inhibition, % at 20 µM | actives 0.33% (n = 360,000) | AID 602429; in the data active = inhibition above about 37%
Target sequence (P63165 whole entry, looked up): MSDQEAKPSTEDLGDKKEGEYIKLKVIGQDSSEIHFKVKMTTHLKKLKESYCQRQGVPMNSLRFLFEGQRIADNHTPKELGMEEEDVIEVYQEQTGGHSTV
* marks the source's active call; other numbers are inactive results; i = inactive; x = not tested or not shown.

nr	mol	Rin1 Abl inh	CSN inh	NadD block	Neddylation inh	DNMT1 block	Scp1 inh	LMPTP inh	STEP inh	Rpn11 block	SUMO1-SIM PPI
1	CCC(c1nnnn1CCC(C)C)N1CCC(C(N)=O)CC1 (configuration not stated)	-0.1	-0.3	-1.3	i	1.3	-7.2	-1.4	0.9	i	3.4
2	COc1cc(C2CC(=O)Oc3cc(C)c(Br)c(C)c32)cc(OC)c1OC (configuration not stated)	-6.1	-0.8	-5.7	i	-2.4	-8.0	0.5	1.4	i	9.0
3	Cc1cc(C)c(S(=O)(=O)NCC2CCC(C(=O)NCCCN3CCC(C)CC3)CC2)c(C)c1 (configuration not stated)	1.6	9.6	-3.9	i	-2.3	29.4	0.5	0.6	i	5.8
4	O=C(OCn1nnc2ccccc2c1=O)c1ccc(S(=O)(=O)N2CCOCC2)cc1	2.8	-0.7	2.2	i	-4.0	-4.8	0.6	6.3	i	-4.2
5	O=c1cc(N2CCCCC2)c(-c2ccccc2)nn1Cc1c(Cl)cccc1Cl	-1.0	2.9	16.2	i	-0.7	-6.7	16.6	3.6	i	-1.3
6	Cc1ccc(S(=O)(=O)CCC(=O)NCCc2ccc(Cl)cc2)cc1	-2.7	0.0	-3.8	i	6.0	5.8	1.4	-0.8	i	0.0
7	O=S(=O)(c1ccc(NCc2ccccc2)cc1)N1CCOCC1	0.5	-2.2	-2.7	i	-2.0	-4.2	0.7	0.4	i	-3.7
8	O=C(O)COc1ccc(-c2nccc(-c3ccccn3)n2)cc1	-1.3	-3.2	4.3	i	0.4	-3.2	0.9	-0.1	i	10.9
9	Cc1ccc(S(=O)(=O)/N=C(/Nc2ccc3[nH]c(=O)[nH]c3c2)c2ccc(F)cc2)cc1	2.4	-3.0	5.2	i	0.8	-6.7	-1.7	-0.9	i	13.3
10	COc1cc(C(=O)OC(C)CN2CCCC2)cc(OC)c1OC (configuration not stated)	3.4	6.1	-6.4	i	2.8	-7.7	0.2	1.5	i	2.1
11	O=C(NC1CCCCC1)N1CCN(c2ccccc2Cl)CC1	2.6	-1.3	-0.4	i	2.2	-2.0	-0.1	-0.2	i	3.1
12	O=C(C1CCCO1)N1CCN(C(=S)Nc2ccccc2C(F)(F)F)CC1 (configuration not stated)	-4.6	-4.2	1.0	i	1.9	-1.0	-1.1	3.9	i	0.3
13	N=C1C(c2nc3ccccc3s2)=C(O)CN1Cc1ccccc1	-5.9	2.3	2.0	i	4.0	-2.3	5.5	-1.4	i	-2.1
14	O=[N+]([O-])c1ccc2c(OCc3nnc(-c4ccccc4Br)o3)ncnc2c1	-0.5	-0.9	9.8	i	-2.5	-7.9	5.4	0.2	i	-22.0
15	CCOc1cc(O)c(-c2[nH]ncc2-c2nc(C)cs2)cc1CC	1.6	5.3	-4.7	i	-4.8	-10.6	1.6	-1.0	i	0.9
16	Cc1ccc2ncnc(-c3ccccc3)c2c1	3.1	4.7	0.0	i	1.3	-2.8	-1.3	1.1	i	-14.6
17	CC(C)(C)CN1CCNC(=O)C1CC(=O)NC1Cc2ccccc2C1 (configuration not stated)	-0.6	-0.8	-2.6	i	-3.9	0.7	-1.4	-0.6	i	-2.1
18	Cc1ccc(S(=O)(=O)N2CCC(C(=O)OC3CCOC3=O)CC2)cc1C (configuration not stated)	-1.1	-2.4	-8.9	i	-1.9	-1.9	0.3	-0.8	i	4.8
19	CC(NS(=O)(=O)c1ccc(OCC(=O)N2CCOCC2)cc1)c1ccccc1 (configuration not stated)	0.7	-4.9	0.2	i	0.2	0.5	-2.5	2.2	i	-5.0
20	Cc1ccc2ccccc2c1Cn1c(-n2ccnc2)nc2c1c(=O)n(C)c(=O)n2C	0.1	1.6	0.2	i	6.0	-7.2	-0.6	-3.9	i	-2.6
21	COC(=O)C1=C/C=C\CN(C(c2ccccc2)c2ccccc2)/C=C\1C(=O)OC	3.8	1.2	-2.3	i	0.0	x	0.9	3.0	i	-3.3
22	O=C(CSc1n[nH]c(=O)n1C1CC1)Nc1ccc(Cl)c(Cl)c1	3.4	6.1	-2.9	i	6.7	-4.0	-1.2	-1.4	i	-2.4
23	CCC1CCCCN1CCCNC(=O)c1ccc(CS(=O)(=O)c2ccccc2C)o1 (configuration not stated)	-0.5	0.6	-3.1	i	-0.2	-7.4	-4.2	-2.8	i	-13.6
24	CCc1cccc(NC(=O)COC(=O)C2CCN(c3ccc(C(F)(F)F)cn3)CC2)c1	0.6	-0.4	-3.6	i	-9.6	-2.0	5.1	0.2	i	-1.7
25	CC(=O)Nc1cc[n+](C(C)C(=O)c2ccccc2)cc1 (configuration not stated)	-2.0	-3.9	-7.9	i	1.9	-3.7	-2.3	-2.2	i	2.4
26	N#CCC(=O)N/N=C/c1ccc(Sc2nc3ccccc3s2)o1	0.9	1.7	8.1	i	8.1	98.7*	0.7	0.0	i	-15.1
27	O=C(CN(Cc1ccco1)S(=O)(=O)c1ccccc1)N/N=C/c1ccccc1C(=O)O	0.5	-10.1	-1.0	i	1.8	3.1	0.1	-1.0	i	4.1
28	O=C(c1ccccc1NS(=O)(=O)c1ccc(F)cc1)N1CCCCC1	-1.9	0.2	1.7	i	0.2	-7.3	-1.0	-0.8	i	0.8
29	Cc1ccc(S(=O)(=O)Nc2ccc(S(=O)(=O)Nc3nccs3)cc2)cc1C	5.0	0.7	1.9	i	5.1	-9.5	-0.3	-2.7	i	4.9
30	O=C(CN1C(=O)NC2(CCOc3ccccc32)C1=O)NCC(F)(F)F (configuration not stated)	3.6	-5.5	-2.6	i	2.5	-1.4	-0.9	-1.4	i	4.5

Record cards, as listed above. Order of screens: Rin1 Abl inh | CSN inh | NadD block | Neddylation inh | DNMT1 block | Scp1 inh | LMPTP inh | STEP inh | Rpn11 block | SUMO1-SIM PPI
CCc1cccc(NC(=O)COC(=O)C2CCN(c3ccc(C(F)(F)F)cn3)CC2)c1 is entered as 0.6 | -0.4 | -3.6 | i | -9.6 | -2.0 | 5.1 | 0.2 | i | -1.7
Cc1ccc2ccccc2c1Cn1c(-n2ccnc2)nc2c1c(=O)n(C)c(=O)n2C is entered as 0.1 | 1.6 | 0.2 | i | 6.0 | -7.2 | -0.6 | -3.9 | i | -2.6
Cc1ccc(S(=O)(=O)N2CCC(C(=O)OC3CCOC3=O)CC2)cc1C (configuration not stated) is entered as -1.1 | -2.4 | -8.9 | i | -1.9 | -1.9 | 0.3 | -0.8 | i | 4.8
O=C(CSc1n[nH]c(=O)n1C1CC1)Nc1ccc(Cl)c(Cl)c1 is entered as 3.4 | 6.1 | -2.9 | i | 6.7 | -4.0 | -1.2 | -1.4 | i | -2.4
O=C(CN(Cc1ccco1)S(=O)(=O)c1ccccc1)N/N=C/c1ccccc1C(=O)O is entered as 0.5 | -10.1 | -1.0 | i | 1.8 | 3.1 | 0.1 | -1.0 | i | 4.1

(listing goes on)
nr	mol	Rin1 Abl inh	CSN inh	NadD block	Neddylation inh	DNMT1 block	Scp1 inh	LMPTP inh	STEP inh	Rpn11 block	SUMO1-SIM PPI
31	O=C(CC1Sc2ccccc2NC1=O)Nc1cccnc1 (configuration not stated)	3.2	-1.1	-3.4	i	1.2	-12.8	-2.0	-3.4	i	2.8
32	COc1ccc(CN2CCCCC2C(=O)Nc2ccc(OC)c(OC)c2)cc1OC (configuration not stated)	0.4	-1.9	-3.4	i	1.7	-2.5	-0.9	-1.3	i	3.0
33	CCOC(=O)c1ccc(N2C(=O)CC(Sc3ncccn3)C2=O)cc1 (configuration not stated)	1.2	0.5	4.1	i	-0.3	-3.5	-0.9	-1.2	i	0.3
34	CCOC(=O)CSc1nc2c(c(=O)[nH]c(=O)n2C)n1CCCc1ccccc1	-1.8	5.3	-0.3	i	-0.1	2.3	0.1	-1.7	i	0.5
35	FC(F)(F)Oc1ccc(-c2cn3cccnc3n2)cc1	1.9	3.2	-0.1	x	0.1	-7.8	-2.2	3.3	i	-5.3
36	COc1ccc(C(=O)NCCC2=CCCCC2)cc1OC	2.0	-2.9	-2.7	i	2.0	-13.1	-0.7	1.4	i	0.0
37	COc1ccc(-c2noc(C3CCCN(C(=O)c4cccs4)C3)n2)cc1 (configuration not stated)	2.9	1.0	-3.2	i	1.4	-15.2	-0.9	5.5	i	-0.2
38	COc1ccc(NC(=O)[C@H](C)NC(N)=O)cc1S(=O)(=O)Nc1cc(C)ccc1Br	-0.9	4.2	3.2	i	-0.1	-6.2	0.4	-0.3	i	-0.3
39	CCNC(=S)N1CCC(C(N)=O)CC1	-0.5	3.6	-3.5	i	-0.6	-5.8	-1.5	-0.1	i	-1.6
40	CCCN1C(C)C(C(=O)OCC)=CN(Cc2cccc(I)c2)S1(=O)=O (configuration not stated)	-3.1	-5.0	1.1	i	10.8	-4.0	2.6	2.9	i	1.8
41	Cc1cccc(N2CCN(C(=O)c3ccc4nc(-c5ccco5)c(-c5ccco5)nc4c3)CC2C)c1 (configuration not stated)	0.9	26.3	41.8*	i	-6.0	16.9	5.3	8.7	i	1.9
42	COc1ccc(S(=O)(=O)N2CCOC23CCN(C(=O)c2ccc(Cl)cc2Cl)CC3)cc1	3.2	-2.2	-1.5	i	-6.3	-13.5	2.2	-0.5	i	1.2
43	C=CCn1c2ccccc2c2nnc(SCC(=O)Nc3cc(C)on3)nc21	-0.2	-2.3	6.7	i	0.4	-4.5	0.8	-1.3	i	-6.6
44	COc1ccc([N+](=O)[O-])cc1NC(=O)C(C)OC(=O)C1c2ccccc2Oc2ccccc21 (configuration not stated)	0.3	-13.6	1.0	i	1.2	-9.6	1.9	1.2	i	-2.8
45	CC(=O)Nc1cccc(OCC(=O)NS(=O)(=O)c2ccc(C)cc2)c1	-2.2	-5.3	-10.5	i	5.9	-1.7	-1.4	0.4	i	1.2
46	N#Cc1ccc(Oc2nc(Nc3ccc(F)cc3)nc(N3CCCC3)n2)cc1	-1.3	-1.8	14.4	i	3.4	2.9	1.4	-0.9	i	-0.6
47	CC(C)(C)NC(=O)C(c1ccc(-c2ccccc2)cc1)n1c(=O)c(-c2ccccc2)nc2ccccc21 (configuration not stated)	x	-3.1	x	i	x	x	3.1	x	x	-7.3
48	CC(=O)n1c(-c2ccccc2)c(CO)c2ccccc21	-1.7	-4.8	-1.3	i	0.1	-5.2	-1.5	-3.8	i	4.6
49	CC/C(=N\Nc1ccc([N+](=O)[O-])cc1)c1ccccc1	-2.5	12.6	-4.1	i	-6.9	-11.8	4.2	-5.0	x	-23.2
50	CCOC(=O)N/N=C\c1ccc([N+](=O)[O-])s1	1.0	-6.2	3.7	i	-7.0	2.7	-1.1	-0.1	i	-23.9

Ordered by the number under Rin1 Abl inh (lowest first): some entries from above.
| No. | Structure | Rin1 Abl inh |
| --- | --- | --- |
| 49 | CC/C(=N\Nc1ccc([N+](=O)[O-])cc1)c1ccccc1 | -2.5 |
| 35 | FC(F)(F)Oc1ccc(-c2cn3cccnc3n2)cc1 | 1.9 |
| 42 | COc1ccc(S(=O)(=O)N2CCOC23CCN(C(=O)c2ccc(Cl)cc2Cl)CC3)cc1 | 3.2 |

High-throughput results: PubChem, several laboratories
